# Screens (PubChem BioAssay)
# ALOX12 inh: blocks human arachidonate 12S-lipoxygenase | P18054 | purified 12hLO, xylenol orange hydroperoxide absorbance | Potency, µM (top dose mostly 108 µM), without a hit: top-dose activity change, negative = inhibition, actives largely listed as inhibitors | 580,000 compounds, 1.1% hits; active = well fitted inhibition curve with a large enough effect; inconclusive = small, poorly fitted or top-dose-only effect, or another doubt; inactive = no such curve, though single readings can be large or run the other way
# Target sequence (P18054 whole entry, looked up): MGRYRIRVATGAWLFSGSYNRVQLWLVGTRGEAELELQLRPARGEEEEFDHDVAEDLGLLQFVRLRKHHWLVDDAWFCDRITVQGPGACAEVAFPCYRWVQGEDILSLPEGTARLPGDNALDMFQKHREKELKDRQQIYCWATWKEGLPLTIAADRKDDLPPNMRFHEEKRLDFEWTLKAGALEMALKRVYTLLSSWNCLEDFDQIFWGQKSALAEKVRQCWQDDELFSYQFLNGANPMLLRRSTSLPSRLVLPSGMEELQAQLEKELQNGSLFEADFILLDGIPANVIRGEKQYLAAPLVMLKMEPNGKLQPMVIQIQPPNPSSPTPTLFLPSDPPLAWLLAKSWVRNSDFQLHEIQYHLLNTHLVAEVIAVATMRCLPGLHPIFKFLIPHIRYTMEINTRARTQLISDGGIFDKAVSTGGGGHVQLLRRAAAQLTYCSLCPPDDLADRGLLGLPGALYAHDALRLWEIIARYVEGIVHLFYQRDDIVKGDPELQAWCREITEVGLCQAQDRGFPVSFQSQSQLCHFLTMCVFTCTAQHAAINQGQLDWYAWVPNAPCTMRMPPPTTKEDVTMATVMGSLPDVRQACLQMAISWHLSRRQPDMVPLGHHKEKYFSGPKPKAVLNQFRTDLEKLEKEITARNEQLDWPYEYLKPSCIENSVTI
#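 Hydroperoxide product was detected by ferrous iron/xylenol orange as the 573 to 405 nm absorbance ratio. Arachidonic acid at 40 uM (final) was turned over for 30 min at room temperature by 150 nM human 12hLO, pH 7.0 Hepes buffer, after 15 min compound preincubation.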
# Numbers without * were called inactive; ? = inconclusive; [ ] = remark or other dose. % is scaled to controls: 0 for no effect and ±100 for the full control effect; potency is read from the fitted curve at half-maximal effect. Some of the compounds tested; the hit share may differ from the screen's.
ALOX12 inh | SMILES
-2% | Cc1ccc(F)cc1S(=O)(=O)NCc1nc(N2CCCC2)c2cccc(C)c2n1
13%[176 µM] | Cc1ccc(-c2nnc3ccc(N4CCCC4)nn23)nc1
-10% | Cc1cc(Cl)ccc1OCCN1CCN(C(=O)[C@H]2CCC[C@H](O)C2)CC1
51%[activator] | O=C(CN1CCCc2nc(-c3ccncc3)ncc2C1=O)N1CCc2ccccc2C1
9%[176 µM] | Cc1ccc(CNC(=O)c2ccc3nccn3c2)o1
-5%[22.9 µM] | CC(=O)OCC(=O)Nc1cc(C#N)cc(NC(=O)COC(C)=O)c1Cl
18% | O=C(N[C@@H]1CN[C@H](CO)C1)c1ccncc1
? | COc1cc(CN2CCC(C)(NC(C)=O)CC2)cc(-c2ccccc2)c1
48%[activator][176 µM] | Cc1onc(-c2cnn(C)c2NCc2ccccc2)c1C(=O)NCCc1cccnc1
46%[activator] | CCNC(=O)N1CC(N(CC)C2CCOCC2)C1
? | O=S(=O)(c1ccc(-c2ccno2)s1)N1CCC2(CCNCC2)C1
? | COc1cc(-c2cc(C)c3cccc(OC)c3n2)cc2c1OCCN(C(=O)CCn1nc(C)cc1C)C2
? | COc1ccc(-c2[nH]nc3ncc(-c4cncnc4)nc23)cc1F
-26%[176 µM] | CNC(=O)[C@@H](Cc1ccccc1)N1CCC[C@H]1C(=O)NC1CC1
22% | Cc1nc([C@H]2CCN(Cc3ccc(F)cc3F)C[C@H]2NC(=O)C2CCOCC2)n[nH]1
? | Cc1cc2nc3n(c(=O)c2n1CC(=O)Nc1ccc(Cl)cc1F)CCC3
16% | CN(Cc1cccnc1)c1nc2c(c(=O)[nH]1)CCN(Cc1cc(Cl)ccc1F)CC2
37%[activator][176 µM] | COc1cccc(CN2CCCC3(COc4ccccc4C(=O)N3)C2)c1 (configuration not stated)
5%[12.5 µM] | CNC(C)c1c(F)cccc1F (configuration not stated)
-2% | O=C(NCC1CCOCC1)c1ccco1
98%[activator] | Cc1ccc(-n2cc(CN3CCN(C)C(CCO)C3)cn2)cc1 (configuration not stated)
? | Cc1cc(CN2CCC(N3CCOCC3=O)CC2)no1
29% | CCOc1cc(=O)n2c(c1C(=O)Nc1cc(F)ccc1Cl)CCCC2
2% | COc1cccc(CNC(=O)[C@@H]2C[C@@H](O)CN2C2CCN(C(=O)c3ccc4c(c3)OCO4)CC2)c1
24% | COCC1CN(C)CC12CCN(C(=O)Cc1cccc(F)c1)CC2 (configuration not stated)
1% | COC(=O)[C@]12C[C@H](CC(=O)NCc3ccc(OC)c(OC)c3)C(=O)N(Cc3ccccc3)C1=C[C@H](C1CCCC1)O[C@@H]2C
43%[activator] | Fc1ccc(-c2noc(-c3ncn4c3COC(c3ccccc3Cl)C4)n2)cc1 (configuration not stated)
61%[activator] | COC(=O)c1nc(NC(=O)Cn2nc3c(cc2=O)CCCCC3)sc1C
50% | COCc1nc(CNC(=O)c2sc3cccc(F)c3c2Cl)no1
? | Cc1ccc(-c2nc(C(=O)NCc3ccc(F)cc3Cl)no2)cc1
6%[6.33 µM] | COc1cccc(N2C(=O)NC(=NC3CCCCC3)C23CCN(Cc2ccsc2)CC3)c1
-7% | O=C(Cn1cccc1-c1nc(-c2ccc3c(c2)OCO3)no1)NCc1ccc(F)cc1
44%[activator] | COc1cccc(CN2CCc3nc(N4CCOCC4)[nH]c(=O)c3CC2)c1OC
13% | CN(N=Cc1ccc(N(C)C)cc1)C(=O)c1ccccc1N
59%[activator] | Cc1ccc2oc(CN3CCCn4nc(C(O)CN(C)C)cc4C3)c(C)c2c1 (configuration not stated)
24% | C=CCOC(=O)C1=C(C)N=C2SC=C(CC(=O)NC3CC3)N2C1c1cc(OC)cc(OC)c1 (configuration not stated)
65%[activator] | CCCNC(=O)Cn1ccn2nc(-c3ccc(F)cc3)c(CO)c2c1=O
-1% | CSc1ncc(CN2CCC(n3nccc3NC(=O)Cc3ccccc3)CC2)cn1
53%[activator] | CCN(CC)C1CCOC2(CCN(C(=O)c3sc(C)nc3C)CC2)C1 (configuration not stated)
0% | CCn1nccc1C(=O)N1CCCCCCNC(=O)CC1

# By substructure: the compounds so far with sulfur
ALOX12 inh | SMILES
-2% | Cc1ccc(F)cc1S(=O)(=O)NCc1nc(N2CCCC2)c2cccc(C)c2n1
? | O=S(=O)(c1ccc(-c2ccno2)s1)N1CCC2(CCNCC2)C1
61%[activator] | COC(=O)c1nc(NC(=O)Cn2nc3c(cc2=O)CCCCC3)sc1C
50% | COCc1nc(CNC(=O)c2sc3cccc(F)c3c2Cl)no1
6%[6.33 µM] | COc1cccc(N2C(=O)NC(=NC3CCCCC3)C23CCN(Cc2ccsc2)CC3)c1
24% | C=CCOC(=O)C1=C(C)N=C2SC=C(CC(=O)NC3CC3)N2C1c1cc(OC)cc(OC)c1 (configuration not stated)
-1% | CSc1ncc(CN2CCC(n3nccc3NC(=O)Cc3ccccc3)CC2)cn1
53%[activator] | CCN(CC)C1CCOC2(CCN(C(=O)c3sc(C)nc3C)CC2)C1 (configuration not stated)

# The results go on.
ALOX12 inh | SMILES
67%[activator] | Cc1cccc(C(=O)N2CCc3[nH]nc(C(=O)N(C)C)c3C2)c1
49% | COc1cccc(NC(=O)O[C@@H]2CO[C@H]3[C@@H]2OC[C@@H]3Nc2nccc(-c3cccs3)n2)c1
13%[6.33 µM] | COCCNC(=O)c1cc(C2CC2)nc2c1c(C1CCCN1)nn2C (configuration not stated)
16% | COc1cccc(-c2cc(C(=O)N3CCC(c4nn(C)c(=O)n4C(C)C)CC3)[nH]n2)c1
13% | CN1[C@@H](CCC(=O)N2CCN(c3ccccc3)CC2)CNC(=O)[C@@H]2[C@H]1CCN2Cc1cccc(Cl)c1
5%[176 µM] | C[C@@H](NC(=O)C1CCCC1)c1onc(-c2ccc(F)cc2)c1C(=O)O
45µM* | c1ccc(C2(c3ccccc3)CCCN(Cc3cscn3)C2)cc1
1% | COC(=O)[C@]12C[C@H](CC(=O)N3CCCCC3)C(=O)N(Cc3ccccc3)C1=C[C@H](C(C)C)O[C@@H]2C1CC1
53%[activator] | CCn1nccc1C(=O)NCCc1ncc(C)n1Cc1ccccc1
-2% | Cc1ccc(C(=O)N2CCC(Cc3nc(C(C)C)no3)CC2)cc1C
? | COc1cc(-c2nc(-c3c(C)noc3C)cc3cc(C)oc23)ccn1
7% | CCOc1cc(C(=O)N2CCN(c3cc(-c4ccc(Cl)cc4)[nH]n3)CC2)cc(OCC)c1OCC
21% | Cc1cc(C[C@@H]2COC[C@@H]2NC(=O)COc2cccc(C)c2C)on1
30% | CC(C)c1ccc(CC(=O)N2CCCc3ncc(C(=O)NCCCn4ccnc4)cc32)cc1
22% | COCc1cc(=O)n(CC(=O)NCc2ccc(C)cc2)c(N2CCOCC2)n1
37% | CCN(CC)C(=O)CCc1c(C)nn(-c2ccc(F)cc2)c1Oc1ccccc1
-13% | CN1c2cc(C(=O)Nc3ccccc3)ccc2C(=O)N2CCCCCC21 (configuration not stated)
16% | COc1ccc2c3c(n(C)c2c1)[C@@H](CO)N(C)CC31CN(C(=O)CN2CCOCC2)C1
-5% | CSc1cccc(NC(=O)O[C@@H]2CC[C@]3(C)C(CC[C@@H](O)[C@H]3CC(=O)N3CCC[C@H]3CO)[C@]2(C)CO)c1 (some centres not stated)
16% | Cc1nc2cccnc2n1CC1CCCN(S(=O)(=O)Cc2ccccc2)C1 (configuration not stated)

# Copied from the list.
# Cc1cc(C[C@@H]2COC[C@@H]2NC(=O)COc2cccc(C)c2C)on1 – ALOX12 inh: 21%
# CCOc1cc(C(=O)N2CCN(c3cc(-c4ccc(Cl)cc4)[nH]n3)CC2)cc(OCC)c1OCC – ALOX12 inh: 7%
# CC(C)c1ccc(CC(=O)N2CCCc3ncc(C(=O)NCCCn4ccnc4)cc32)cc1 – ALOX12 inh: 30%
# CCN(CC)C(=O)CCc1c(C)nn(-c2ccc(F)cc2)c1Oc1ccccc1 – ALOX12 inh: 37%
# CCn1nccc1C(=O)NCCc1ncc(C)n1Cc1ccccc1 – ALOX12 inh: 53%[activator]
# COc1ccc2c3c(n(C)c2c1)[C@@H](CO)N(C)CC31CN(C(=O)CN2CCOCC2)C1 – ALOX12 inh: 16%

# Continued.
ALOX12 inh | SMILES
73%[activator] | O=C(c1ccco1)N1CCC2(CCCCO2)CC1
46%[activator] | COc1ccccc1CNC[C@H]1O[C@H](Cc2cc(CN(C)Cc3ccccc3)on2)CC[C@@H]1O
-8% | COCC(=O)N(C1CCOCC1)C1CCN(S(=O)(=O)c2cccnc2)CC1
4% | Cc1cnc(C(=O)N[C@@H]2CCC[C@@H]2C(=O)NCCc2cccs2)cn1
-9% | Cc1cccc(-n2nc(-c3c(C)nc4scc(CC(=O)NC(C)C(C)C)n4c3=O)cc2C)c1 (configuration not stated)
? | CCOC(=O)C1=C(C)N=C2SC=C(CC(=O)N3CCCC3)N2C1c1ccc(Cl)cc1 (configuration not stated)
-2% | COc1ccc(NC(=O)N2CCCC(c3noc(COc4ccccc4)n3)C2)c(C)c1 (configuration not stated)
-15%[176 µM] | COc1ccc(CN2C[C@H](O)C[C@H]2c2nc(Cc3ccccc3)no2)cc1
24%[176 µM] | O[C@@H]1C[C@@H](c2nc(-c3ccccn3)no2)N(Cc2ccccc2)C1
6% | CCOc1ccccc1CNC(=O)c1c(OC)cc(=O)n2c1CCCC2
57%[activator] | CCN(CC)Cc1ccc2c(c1)CN(C(=O)c1cncc(Br)c1)CCO2
22% | COCc1ccc(C(=O)N2CC[C@](C)(O)[C@H](C)C2)s1
15% | O=C(NCc1cccc2[nH]ccc12)C1CCCN(C2CCN(C(=O)C3CC3)CC2)C1 (configuration not stated)
? | O=C1COc2ccc(NCc3cccs3)nc2CN1Cc1ccc(C(F)(F)F)cc1
63%[activator][176 µM] | CC(C)CN1C(=O)COC[C@@H]1[C@H](O)c1ccc(NC(=O)c2ccc(C#N)cc2)cc1
60%[activator] | O=C(c1ccc(Oc2ccc(CN3CCCC3)cc2F)nc1)N1CCCCC1
14% | COc1cc(Cl)c(C)cc1NC(=O)Cn1cccc1-c1nc(-c2ccccc2)no1
16% | O=C(CCc1c[nH]c2ccccc12)NC1CCc2nn(CC3CC3)c(=O)n2CC1 (configuration not stated)
6% | O=C(CC1CCN(C(=O)C2CC2)C1)NCc1ccccc1 (configuration not stated)
20% | COCCCNc1ccc(C(=O)N2CCC(CN3CCCC3=O)CC2)cn1
? | O=C1C(=O)N(C(C(=O)NCc2ccccc2)C2CCCC2)c2ccccc21 (configuration not stated)
13% | CCn1ncc(N2CCC(NC(=O)Cc3ccccc3F)CC2)cc1=O
30% | COCCCN1CC2(CCN(Cc3ccc4c(c3)CC(C)O4)CC2)CC1=O (configuration not stated)
3% | Cc1noc(C)c1CC(=O)NC1CCCc2c1[nH]c1ccc(F)cc21 (configuration not stated)
-4% | Cc1nc2ncccn2c1C(=O)N1CCC2(CCCN(C)C2=O)C1 (configuration not stated)
? | O=C(NC[C@H]1O[C@@H](CC(=O)N2CCN(c3ccc(F)cc3)CC2)[C@H](O)[C@@H]1O)c1ccco1
13% | COc1ccc(NC(=O)Nc2ccc(C)n(CC(=O)Nc3cccc(C)c3)c2=O)cc1
33%[activator] | Cc1ccc(C2Cn3nnc(-c4noc(-c5sccc5C)n4)c3CO2)cc1 (configuration not stated)
30% | COCCNC(=O)C1COC2(CCN(C(=O)c3ccc(F)cc3)CC2)N1C(=O)c1ccc(F)cc1 (configuration not stated)
0% | CC(C)[C@@H]1CC[C@@H](C)C[C@H]1OC[B-](F)(F)F
43%[activator] | COc1ccc(CNC(=O)CC[C@H]2CNC(=O)[C@@H]3[C@@H](CCN3Cc3nc4ccccc4n3C)N2C)cc1
6%[176 µM] | COCCNC(=O)C[C@@H]1O[C@H](CNS(=O)(=O)c2ccc(C)cc2)[C@@H](O)[C@H]1O
41%[activator] | Cn1nc(C(=O)N2CCCN(c3cc(-c4ccc(Cl)cc4)[nH]n3)CC2)c2ccccc21
23% | CC[C@H]1CN(S(=O)(=O)c2ccc(OC)cc2)CC[C@H]1CC(=O)NCc1cccc2ccccc12
35%[activator] | Cc1cc(C)n(-c2ccc(C(=O)N[C@H]3C[C@H]4C(=O)NCC(=O)N4C3)cc2)n1
18% | CCCCc1nc2cc(C(=O)N3CCCC3c3cc(C(C)C)on3)ccc2o1 (configuration not stated)
-19% | CCNC(=O)O[C@@H]1C=C[C@@H](C#Cc2ccc(C(C)(C)C)cc2)O[C@@H]1COC(C)=O
-16% | CN(C)Cc1nnc(C2CCN(C(=O)c3n[nH]c(=O)c4ccccc34)CC2)n1C
15% | COc1ccccc1[C@@H]1CN(C(=O)Cc2nonc2C)C[C@H]1C(=O)O
22% | CCNC(=O)N1CCCC(Cc2ncc(C)n2C(C)C)C1 (configuration not stated)
17% | O=C(NCCC1CCN(C(=O)Nc2ccccc2F)CC1)c1ccccc1
84%[activator][176 µM] | Cc1ccccc1-c1cc2c(ccn2C)c(C(=O)NCCc2cnc[nH]2)n1
15%[176 µM] | c1ccc(N2CCN(Cc3cc(CC4(NC5CCOCC5)COC4)no3)CC2)cc1
-7% | Cc1nn(C)c(C)c1-c1nc2cc(S(=O)(=O)N3CCCC3)ccc2n1C
-22% | O=C(Cn1c(=O)c2c(n1Cc1ccccc1)CN(Cc1ccccc1)CC2)NCc1cccc(Cl)c1
26% | C[C@H]1COc2cc(F)ccc2S(=O)(=O)N1C
3% | CCN1CC2(CCN(C(=O)c3ccc(NS(=O)(=O)CC)cc3)CC2)CC1=O
4% | CCOc1ccccc1C1NC(=O)N(CC(=O)Nc2ccc(F)cc2F)C2=C1C(=O)OC2 (configuration not stated)
44%[activator] | COc1ccccc1NC(=O)N1CCCC(Cn2c(C3CC3)nc3cccnc32)C1 (configuration not stated)
7%[176 µM] | COCc1cc(CC2(NCc3ccccc3F)COC2)no1
-1% | O=C(Nc1ccccc1)Nc1ccc([C@@H](O)[C@H]2COCC(=O)N2Cc2ccc(F)cc2)cc1
8% | CC(=O)N1c2ccccc2CC1c1nc(C(C)C)no1 (configuration not stated)
? | O=C(O)c1ccc(-c2cccnc2)cc1
-9%[176 µM] | Cc1cccc(CN2CCCn3nc(C)c(-c4ccccc4-c4ccccc4)c32)n1
